# Screens: PubChem, ICCB-Longwood Screening Facility, Harvard Medical School
# Polio RdRp inh = poliovirus RNA polymerase inhibition | 150,000 tested, 0.66% active | poliovirus polymerase elongation, fluorescence polarization; hits give low values | % elongation, % (compound at 16.7 µg/mL) | P03300; in the data active = % elongation below about 90%; also: some results filed as inactive read as strong as hits
# Target sequence (P03300 1749-2209 limits assumed): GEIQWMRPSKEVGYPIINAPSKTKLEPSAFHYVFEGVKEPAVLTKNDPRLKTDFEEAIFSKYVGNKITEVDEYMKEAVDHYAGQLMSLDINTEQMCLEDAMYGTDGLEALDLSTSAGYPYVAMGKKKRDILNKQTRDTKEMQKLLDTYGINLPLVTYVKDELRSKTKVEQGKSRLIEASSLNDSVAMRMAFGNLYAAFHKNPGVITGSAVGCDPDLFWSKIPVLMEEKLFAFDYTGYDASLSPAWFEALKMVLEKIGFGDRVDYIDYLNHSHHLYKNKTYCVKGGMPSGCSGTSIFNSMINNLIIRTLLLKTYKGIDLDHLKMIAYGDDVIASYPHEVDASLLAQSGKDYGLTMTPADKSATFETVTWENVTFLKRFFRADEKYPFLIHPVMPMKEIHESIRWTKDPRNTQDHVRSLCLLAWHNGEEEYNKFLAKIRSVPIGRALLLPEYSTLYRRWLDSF
# Polio RdRp inh FP z-score = further read-out of Polio RdRp inh, marked with its call; z-score; measured here: FP z-score; hits read low
# An asterisk follows results filed as active. This is a subset (hit frequency here may not be typical).
SMILES,Polio RdRp inh,Polio RdRp inh FP z-score
O=C(NCCc1nc2ccccc2[nH]1)C1CCCCC1,102.0,0
Cc1cc(NC(=O)COC(=O)Cn2[nH]c(=O)c3ccccc3c2=O)no1,95.0,-1.1
COc1cccc(C(=O)Nc2ccc3nc(SCC(=O)N(C)c4ccccc4)sc3c2)c1,103.0,-0.9
CC(=O)c1ccc(NC(=O)CC2Sc3ccccc3NC2=O)cc1 (configuration not stated),106.0,0.2
Cc1ccc2nsnc2c1NC(=O)c1ccccc1,101.0,0.5
Cc1ccc(S(=O)(=O)N(CC(=O)N2CCC(C(N)=O)CC2)c2ccccc2F)cc1,101.0,-0.3
Cc1ccc(-n2cnc3cc(NC(=O)c4ccccc4)ccc32)cc1,98.0,-0.7
CCCc1nc2ccccc2n1CC(=O)C(C)(C)C,99.0,-0.3
O=C(C1CCC(CNS(=O)(=O)c2cccs2)CC1)N1CCN(c2ccc(Cl)cc2)CC1 (configuration not stated),99.0,-0.8
O=C1c2ccccc2C(=O)N1CCC1=CCCCC1,100.0,0.1
O=C(Nc1ccccc1C(F)(F)F)c1ncoc1-c1ccco1,113.0,1.3
COC(=O)c1cc2c(cc1NC(=O)c1cnn(-c3ccccc3)c1-n1cccc1)OCO2,100.0,-0.9
Clc1cccc(OCCN2CCCC2)c1,99.0,-0.7
Cc1cc(S(=O)(=O)Nc2cccc(-c3ccc(N4CCOCC4)nn3)c2)c(C)cc1Cl,105.0,-0.1
N#Cc1c(CCl)cc(=O)n2c1sc1ccccc12,112.0,2.7
O=C(CCN1C(=O)C2C3C=CC(C3)C2C1=O)N1CCN(c2ccccc2)CC1 (configuration not stated),101.0,0.4
CC(C)c1ccc(C2NC(=S)NC3=C2C(=O)CCC3)cc1 (configuration not stated),99.0,-0.3
Cc1ccc(C)c2c1sc(=NC(=O)c1ccc(C#N)cc1)n2C,101.0,-0.1
Cc1ccc(-c2nnc3n(CC(C)C)c(=O)c4ccccc4n23)s1,102.0,0
O=C(CSC1CCS(=O)(=O)C1)NCC(=O)c1ccccc1 (configuration not stated),103.0,0.5

# Entries shown so far that contain sulfur:
SMILES,Polio RdRp inh,Polio RdRp inh FP z-score
COc1cccc(C(=O)Nc2ccc3nc(SCC(=O)N(C)c4ccccc4)sc3c2)c1,103.0,-0.9
CC(=O)c1ccc(NC(=O)CC2Sc3ccccc3NC2=O)cc1 (configuration not stated),106.0,0.2
Cc1ccc2nsnc2c1NC(=O)c1ccccc1,101.0,0.5
Cc1ccc(S(=O)(=O)N(CC(=O)N2CCC(C(N)=O)CC2)c2ccccc2F)cc1,101.0,-0.3
O=C(C1CCC(CNS(=O)(=O)c2cccs2)CC1)N1CCN(c2ccc(Cl)cc2)CC1 (configuration not stated),99.0,-0.8
Cc1cc(S(=O)(=O)Nc2cccc(-c3ccc(N4CCOCC4)nn3)c2)c(C)cc1Cl,105.0,-0.1
N#Cc1c(CCl)cc(=O)n2c1sc1ccccc12,112.0,2.7
CC(C)c1ccc(C2NC(=S)NC3=C2C(=O)CCC3)cc1 (configuration not stated),99.0,-0.3
Cc1ccc(C)c2c1sc(=NC(=O)c1ccc(C#N)cc1)n2C,101.0,-0.1
Cc1ccc(-c2nnc3n(CC(C)C)c(=O)c4ccccc4n23)s1,102.0,0
O=C(CSC1CCS(=O)(=O)C1)NCC(=O)c1ccccc1 (configuration not stated),103.0,0.5

# Next part:
SMILES,Polio RdRp inh,Polio RdRp inh FP z-score
C=CCn1c(SCC(=O)Nc2cc(C)on2)nnc1C1COc2ccccc2O1 (configuration not stated),101.0,-0.4
CCCNC(=O)Cn1nc(C)c2c(C)n(-c3ccc(C)cc3)nc2c1=O,106.0,0.7
N#Cc1cccc(NC(=O)c2ccc3c(c2)N(Cc2cccc(Cl)c2)C(=O)c2ccccc2S3(=O)=O)c1,102.0,-0.7
CCOC(=O)c1c2c(n(-c3ccccc3)c1N)OC(=N)C(C#N)C2c1ccc(Br)cc1 (configuration not stated),104.0,0.4
O=C(COc1ccc(S(=O)(=O)NCc2ccccc2)cc1)NCc1ccco1,102.0,0.3
CCOc1ccc(N(Cc2ccccc2)C(=O)c2nc(SC)ncc2Cl)cc1,113.0,-0.1
Cc1ccc(NC(=O)COc2ccc3ccccc3c2Br)cc1F,104.0,0.1
COCCNC(=O)CN1CCN(Cc2cc(C)n(CCc3ccc(Cl)cc3)c2C)CC1,90.0,-1.9
S=C1SCN(Cc2ccccn2)CN1Cc1ccco1,101.0,0.1
NC(=O)CC12CC3CC(C1)CC(CC(N)=O)(C3)C2,103.0,0.3
COC(=O)Cc1[nH]n(-c2ccc(F)cc2)c(=O)c1C(C)=NC1CC(C)(C)NC(C)(C)C1,105.0,1.1
CCCNC(=O)N1CCCc2ccccc21,102.0,0.2
CCN(CC(=O)NC1CCS(=O)(=O)C1)Cc1nc2c(Br)cc(Br)cc2c(=O)[nH]1 (configuration not stated),112.0,1.3
Cc1cc(-n2c(C)cc(C(=O)COC(=O)C34CC5CC(CC(O)(C5)C3)C4)c2C)no1,107.0,0.6
COc1ccc(C(C)NC(=O)c2ccccc2)cc1 (configuration not stated),99.0,-0.2
O=c1[nH]oc(O)c1-c1ccccc1,107.0,0.6
CCn1c(CCNC(=O)Cc2c(F)cccc2Cl)nnc1SC,99.0,-1
COC(=O)c1sccc1Oc1ccc(C(F)(F)F)cc1NC(=O)Nc1ccc(Cl)cc1,103.0,-0.1
Cc1ccnc(NC(=O)Nc2ccccc2)c1,101.0,0.3
S=c1nc[nH]c2c1cnn2-c1ccc(Cl)cc1,104.0,1
COC(=O)c1cccc(N2C(=O)c3ccc(C(=O)OC)cc3C2=O)c1,102.0,0.1
Cc1ccc(Cc2c(C)nn(-c3nc(C)c(C(=O)N4CCCCC4C)s3)c2C)cc1 (configuration not stated),109.0,0.6
CN1/C(=C/c2cccc[n+]2C)C=Cc2ccccc21,87.0*,-4.7*
Cc1nn(C)cc1S(=O)(=O)N1CCCc2ccccc21,103.0,0.4
O=C(Cn1cnc2c(oc3ccccc32)c1=O)Nc1ccc(F)cc1F,103.0,-0.6
COC(=O)c1ccc(C(c2c(N)n(CC(C)C)c(=O)[nH]c2=O)N2CCOCC2)cc1 (configuration not stated),106.0,0.2
COC(=O)c1ccc([C@@H]2Nc3c(C)cccc3[C@@H]3C=CC[C@@H]32)cc1,101.0,-0.3
CCOC(=O)N1c2ccccc2Sc2ccccc21,104.0,1.1
CCn1cc(C(=O)NCCCOC(C)C)c(=O)c2cc(S(=O)(=O)N3CCc4ccccc4C3)ccc21,112.0,1.3
c1ccc(CCn2c3ccccc3c3nc4ccccc4nc32)cc1,101.0,-0.1
Cc1ccc(SC2=C(N3CCOCC3)C(=O)N(c3cc(C)cc(C)c3)C2=O)cc1,102.0,0.1
COC(=O)c1sccc1NC(=O)CCCC(=O)O,105.0,0.1
O=S(=O)(c1cccs1)N1CCN(c2cnccn2)CC1,101.0,0
Cn1ccnc1SCC(=O)Nc1ccc(S(=O)(=O)Nc2ncccn2)cc1,102.0,0.1
Cc1ccc(Cl)cc1N1CCN(C(=O)C2CCN(S(=O)(=O)Cc3ccccc3)CC2)CC1,106.0,-0.1
c1ccc(-n2cnnc2SCc2nc3ccccc3s2)cc1,107.0,0.9
Cc1ccc(S(=O)(=O)N2CCN(C(=O)COC(=O)C3=COCCO3)CC2)c(C)c1,104.0,0.2
COC(=O)c1ccc2c(=O)n(CCCCCC(=O)N3CCN(c4cc(Cl)ccc4C)CC3)c(=O)[nH]c2c1,108.0,0.3
CCN(CC)C(=O)CSc1nnc2c3ccccc3n(C)c2n1,103.0,0.2
O=C(NCCc1csc(-c2cccc(F)c2)n1)c1ccc(Br)o1,101.0,-1.4
Cc1cc(C)c2oc(-c3ccc(N/C=c4\c(C)c(C#N)c5nc6ccccc6n5c4=O)cc3)nc2c1,102.0,0.2
CCCc1ccc(OC(=O)CSc2nnc(-c3cccs3)o2)cc1,108.0,0.2
Cn1c(C(O)c2ccccc2)n[nH]c1=S (configuration not stated),101.0,-0.3
C[C@@H](C(=O)N1CCSC1=NCc1ccccc1)N1C(=O)C2CC=CCC2C1=O (some centres not stated),100.0,-0.9
CCn1cc2nc(SCC(=O)Nc3ccc(OC)c(OC)c3)n(Cc3ccc(Cl)cc3)c(=O)c2n1,107.0,0.4
CC(C)Oc1ccc(CNC(=O)c2ccc(NC(=O)N3CC(C)Sc4ccccc43)cc2)cc1 (configuration not stated),110.0,1.2
CC(C)(C)n1ncc(O)c(Cl)c1=O,104.0,1.1
COc1ccc(N2CCN(C(=O)CCC(=O)c3ccccc3)CC2)cc1,102.0,0.4
O=C(c1cnc2n(c1=O)CCS2)N(c1ccccc1)C1CCCCC1,103.0,0.2
CCN(N)C(=S)Nc1ccccc1,103.0,0.2

# (list continues)
SMILES,Polio RdRp inh,Polio RdRp inh FP z-score
C=CCn1c(=S)sc2c(=O)n(Cc3ccc(C#N)cc3)cnc21,100.0,-0.4
CCS(=O)(=O)c1ccc(-c2cccc(NC(=O)c3ccc(Br)o3)c2)nn1,104.0,0.5
Cc1cccc(-n2ccnc2SCC(=O)Nc2ccc3c(c2)OCO3)c1,103.0,-1
O=C(CN1CCN(C(=O)N2CCCCC2)CC1)Nc1ccc(F)cc1,102.0,0.2
O=C(NCc1ccco1)C1CCN(c2nc3ccc(Br)cc3s2)CC1,100.0,-0.6
CCCCNS(=O)(=O)c1ccc2nc(SC(C)C(=O)N3CCCC3)[nH]c2c1 (configuration not stated),97.0,-1
C=CCOc1ccc2c(=O)c(Oc3cccc(C)c3)coc2c1,102.0,0.1
CC(=O)Cn1nnc2sc(-c3ccccc3)cc2c1=O,117.0,1.6
CC(C)c1ccc(Nc2nc3ccc(C(=O)c4ccccc4)cc3n3cnnc23)cc1,104.0,-0.3
Cc1nc(S(=O)(=O)N2CCN(c3ccc(Cl)cc3)CC2)cn1C,102.0,-0.9
CC(C)CN1C(=O)c2ccc(-c3nc4ccccc4c(=O)o3)cc2C1=O,98.0,-0.5
CCc1ccc2occ(CC(=O)Nc3nnc(C)s3)c2c1,115.0,0
O=C(OCc1cc(=O)n2nc(C3CC3)sc2n1)c1ccccc1Cl,106.0,0.1
CCN(CC)CCOc1ccc(Cl)cc1C,104.0,1.4
Cc1cccc(N(C)C(=O)Cc2c(C(=O)O)[nH]c3ccccc23)c1,105.0,0.1
Cc1ccn2c(c1)nc(=O)c1cc(S(=O)(=O)N3CCCCC3)c(Cl)cc12,109.0,1
CC1CCc2c(sc3ncnc(Oc4ccc(NC(=O)c5ccco5)cc4)c23)C1 (configuration not stated),106.0,0.5
CC12CCC(C(=O)O)(OC1=O)C2(C)C (configuration not stated),104.0,0.6
Cc1ccc(CC(=O)Nc2c(C(=O)N3CCN(c4ccccc4F)CC3)oc3ccccc23)cc1,109.0,0.3
Cc1nc(-c2ccc(Cl)cc2)sc1CCNC(=O)Cc1ccc(F)cc1,102.0,-1.1
Cc1cc(C)cc(OCCn2c(-c3ccc(Cl)cc3)nc3ccccc3c2=O)c1,101.0,-0.1
COC(=O)c1sccc1N/N=C(/C#N)C(=O)C1CC1,105.0,0.8
Cc1ccc(-c2nc(C#N)c(NCCCn3ccnc3)o2)cc1,101.0,0.1
COC(=O)c1noc(C)c1-c1ccnn1C(=O)c1cc(C(F)(F)F)cc(C(F)(F)F)c1,101.0,-0.6
CCc1oc2ccccc2c1C(=O)CCN1CCCCC1,105.0,0.3
Cc1cc2cc(CNC(=O)NC3CCCCC3)ccc2[nH]1,101.0,0.2
O=C1CC(c2ccccc2)C(=O)N1Cc1ccc(Cl)cc1 (configuration not stated),101.0,-0.5
O=C(Cn1nnc2ccccc21)N1CCN(c2ccccc2)CC1,105.0,0.8
Cc1ccc(CCNC(=O)c2ccc(NC(=O)N3CC(C)Sc4ccccc43)cc2)cc1 (configuration not stated),107.0,0
CC(C)(C)C(=O)CSc1ncnc2sccc12,102.0,0
CN(C(=O)COc1cc(C(F)(F)F)n(C)n1)c1ccccc1,102.0,-0.1
C=CCn1c(-c2cccs2)nc(-c2ccccc2)c1-c1ccccc1,103.0,-0.1
CCC(Sc1n[nH]c(=O)[nH]c1=O)C(=O)O (configuration not stated),101.0,-0.1
Cc1[nH]c2ccccc2c1Sc1ccccc1,111.0,1
COc1ccc(S(=O)(=O)c2c(O)c(C)cc(NC(=O)c3ccccc3)c2C(C)C)cc1,104.0,-0.1
COC(=O)c1ccc(C(=O)OC)c(N(C)S(C)(=O)=O)c1,104.0,0.6
Cc1cc(C(=O)O)c2cc(O)ccc2n1,99.0,-0.5
Cc1ccc(S(=O)(=O)C=C(c2ccccc2)c2ccccc2)cc1,102.0,0
CCOC(=O)C1CCCN(C(=O)c2sc3nc(-c4ccccc4)cn3c2C)C1 (configuration not stated),99.0,-0.9
O=C1CC(c2nnc(Cc3ccc(F)cc3Cl)o2)CN1c1ccccc1 (configuration not stated),102.0,-0.9
COc1ccc(CNC(=O)c2c(Nc3ccc(OC)cc3OC)sc(C(=O)c3ccc(Cl)cc3)c2N)cc1,105.0,-0.4
O=C(NCCS(=O)(=O)N1CCN(c2ccccc2F)CC1)c1ccccc1C(F)(F)F,107.0,0
CCC1(CC)C(=O)N=C(SCC(=O)Nc2c(C)n(C)n(-c3ccccc3)c2=O)N(C)C1=O,102.0,0.3
Cc1ccc(C(=O)N2CCc3cc(CNC(=O)c4ccccc4F)ccc32)cc1,105.0,-0.4
CCOc1ccc2nc(NC(=O)c3ccncc3)sc2c1,100.0,-0.3
COc1ccc(/C=N/NC(=O)c2sc(C)nc2C)cc1,100.0,0
O=C(Nc1nc(-c2ccc(Cl)c(Cl)c2)cs1)C1CC1,100.0,-0.3
Cc1cc(C(=O)O)ccc1N/C=C1\CCCC(C)C1=O (configuration not stated),104.0,1
CN(C)c1ccc(CNC(=O)C2CCN(S(=O)(=O)c3ccc4c(c3)oc(=O)n4C)CC2)cc1,106.0,-0.3
Cc1noc2ncnc(N(C)Cc3ccccc3)c12,100.0,-0.4

# (cont.)
SMILES,Polio RdRp inh,Polio RdRp inh FP z-score
CCN1C2=C(C(=O)CCC2)C(c2cccc(O)c2)C2=C1CCCC2=O,101.0,0
O=C(COc1ccccc1)Nc1c(Cl)ccc2nsnc12,105.0,-0.1
Cc1ccccc1-c1nc2cc(NC(=O)C3CC3)ccc2o1,107.0,0.4
CC(=O)Nc1cc(OC(=O)c2ccco2)cc(OC(=O)c2ccco2)c1,99.0,-0.4
OC(CNCc1ccc(-c2ccccc2Cl)o1)c1ccccc1 (configuration not stated),101.0,-0.3
